Screens deposited in PubChem by several laboratories.
GAA850 FXN act = FXN promoter activators, primary screen, cell-based, luciferase luminescence, HEK293 lucGAA850; HEK293 lucGAA850 FXN promoter luciferase reporter, 24 h; percent of 10 µM SAHA response; activation, % at 6 µM; 360,000 compounds, 0.56% hits; AID 540364, 2011;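 active means activation above the average of all compounds screened plus 3 SD, cutoff fixed separately per campaign, cut at about 7.5% in these data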;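 further: 0% = DMSO wells and 100% = 10 µM SAHA wells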
GC-B act = human GC-B receptor activators, primary screen, HEK293 GC-B cells, cGMP TR-FRET, EC30 CNP; Atrial natriuretic peptide receptor 2 (Homo sapiens), P20594; 0% at EC30 CNP, 100% saturating CNP; activation, % at 10 µM; 370,000 compounds, 0.11% hits;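 active means activation at 10 µM reaching about 35% in either raw or pattern-adjusted values, limit read from the data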
DDE Tn6 FP inh = inhibitors of Tn6 peptide binding to fibrin DD(E), primary screen, biochemical, fluorescence polarization, human fibrin, Tn6 probe; Fibrinogen beta chain (Homo sapiens), P02675; 370,000 compounds, 0.21% hits; inhibition, % at 8.3 µM; Fibrin DD(E) TRITC-Tn6 fluorescence polarization displacement; AID 720509, 2013;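 active means inhibition above a per-campaign cutoff: mean of compounds within control limits plus 3 SD, cut at about 15% in these data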;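 further: 0% = median of all compound wells on the plate and 100% = blocking peptide control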
proKLK7 act = proKLK7 zymogen activators, primary screen, biochemical, fluorescence intensity | AID 652039, 2013 | activation, % at 7 µM | 370,000 compounds, 0.9% hits | Kallikrein-7 (Homo sapiens), P49862 | purified proKLK7, EDANS-DABCYL substrate fluorescence; 100% is mature enzyme control, 0% vehicle;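 active means activation above the mean of all tested compounds plus 3 SD, computed per campaign excluding outliers beyond control limits, cut at about 13% in these data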
GC-A act = GC-A stimulated cGMP production enhancers – HEK293 GC-A cells, cGMP TR-FRET, EC30 ANP, primary screen. Atrial natriuretic peptide receptor 1 (Homo sapiens), P16066. activation, % at 10 µM. 0% at EC30 ANP, 100% saturating ANP. 370,000 compounds, 0.14% hits; in the data active means activation above about 40%
ADAM10 inh = human ADAM10 inhibitors, primary screen, biochemical, QFRET, HTS. Disintegrin and metalloproteinase domain-containing protein 10 (Homo sapiens), O14672. recombinant ADAM10, EDANS/DABCYL FRET peptide cleavage, 3 h. inhibition, % at 7 µM. 370,000 compounds, 0.62% hits. AID 720582, 2013;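 active means inhibition above a per-campaign cutoff equal to the mean of compounds falling between control-based bounds plus 3 SD, cut at about 20% in these data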;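 further: 0% = DMSO wells while the 100% control is not disclosed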
ARFGAP1 inhibitor = inhibitors of rat ARFGAP1 GAP activity, primary screen, biochemical, fluorescence polarization, GDP tracer; ADP-ribosylation factor GTPase-activating protein 1 (Rattus norvegicus), Q62848; Arfgap1-stimulated ARF1 GTP hydrolysis, GDP FP detection; inhibition, % at 16.5 µM; 360,000 compounds, 0.26% hits; AID 651572, 2012;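 active means inhibition above a per-plate limit, mean inhibition of low control wells plus 3 SD, cut at about 25% in these data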;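 further: 0% = DMSO wells with enzyme and 100% = wells lacking Arfgap1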
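Assay system: purified rat His6-Arfgap1 residues 1-136 (GAP domain); Reagent: human Δ17 ARF1 bound to GTP; Dosing: 16.5 µM single point, 1.26% DMSO; Times: GTP hydrolysis reaction 2 h at 25 °C; Signal: FP, GDP Alexa 633 tracer displaced from anti-GDP antibody, 620/688 nm; Measure: % inhibition from polarization.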
HGIII-sPLA2 inh = human group III sPLA2 inhibitors, primary screen, biochemical, QFRET, BODIPY PC-A2 liposome substrate; Group 3 secretory phospholipase A2 (Homo sapiens), Q9NZ20; QFRET BODIPY PC-A2 liposome hydrolysis, fluorescence; inhibition, % at 12.2 µM; 370,000 compounds, 0.56% hits; AID 743126, 2013;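 active means inhibition above mean plus 3 SD of compounds lying within the high and low control bounds, cut at about 19% in these data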;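 further: 0% = median of test compound wells and 100% = no enzyme DMSO wells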
rCAG binder = binders of r(CAG) RNA repeats, primary screen, biochemical, fluorescence; AID 651821, 2012; 370,000 compounds, 1.3% hits; inhibition, % at 3 µM; r(CAG) RNA repeat, TO-PRO-1 dye displacement fluorescence;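 active means inhibition above the plate cutoff, the mean of all test compounds on that plate plus 3 SD, cut at about 35% in these data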;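 further: 0% = DMSO alone and 100% = 100 µM mitoxantrone as full dye displacement; higher means more dye released from RNA so lower well fluorescence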
ASAP1 GAP inh = inhibitors of human ASAP1 ArfGAP activity, primary screen, biochemical, fluorescence polarization | AID 624377, 2012 | Arf-GAP with SH3 domain, ANK repeat and PH domain-containing protein 1 (Homo sapiens), … | inhibition, % at 16.5 µM | 360,000 compounds, 0.19% hits | ASAP1-stimulated ARF1 GTP hydrolysis, GDP FP detection; in the data active means inhibition above about 25%;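 further: 0% = vehicle with enzyme and substrate and 100% = no enzyme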
An asterisk follows results filed as active; i = inactive. Compounds were not picked by outcome; about 4.5% have a hit in one of these screens.

Assay codes: A = GAA850 FXN act; B = GC-B act; C = DDE Tn6 FP inh; D = proKLK7 act; E = GC-A act; F = ADAM10 inh; G = ARFGAP1 inhibitor; H = HGIII-sPLA2 inh; I = rCAG binder; J = ASAP1 GAP inh
Cc1cccnc1NC(=O)C1CCN(S(=O)(=O)c2cccs2)CC1
  A: 0.8; B: -3.8; C: 2.1; D: 0.1; E: -0.5; F: 6.4; G: -1.6; H: 5.4; I: 0.4; J: 0.5

Cc1nn(C)c(C)c1N1C(=O)c2cccc3c(N)ccc(c23)C1=O
  A: 3.5; B: 5.0; C: 19.4*; D: 2.0; E: 3.9; F: -4.6; G: 2.4; H: i; I: i; J: -14.4

COc1cccc(CN2CCC(n3nccc3NC(=O)CCOc3ccccc3)CC2)c1
  A: -1.6; B: -6.1; C: 3.6; D: 0.3; E: -5.3; F: 1.7; G: 2.1; H: -4.1; I: -4.2; J: -3.0

COc1ccc(N2CCN(C(=O)CN(Cc3ccccc3)S(C)(=O)=O)CC2)cc1
  A: -0.6; B: 0.7; C: 3.2; D: 0.3; E: -3.2; F: -5.4; G: -2.8; H: 4.8; I: -10.7; J: -4.8

CN(C)c1ccc(C=c2c3cc(O)ccc3n3c2cc(-c2ccccc2)[n+]3C)cc1
  A: -1.9; B: -6.7; C: -12.3; D: 1.4; E: -37.8; F: -38.5; G: -3.5; H: -3.0; I: 25.1; J: 18.5

Cc1cc(C(=O)COC(=O)c2n[nH]c(=O)c3ccccc23)c(C)n1C(C)C
  A: 5.2; B: -3.3; C: 3.8; D: 0.3; E: -0.7; F: -0.5; G: -2.2; H: -1.5; I: 1.2; J: 5.8

CN(CC(=O)Nc1ccc(F)cc1)CC(=O)Nc1ccc(Cl)c(S(=O)(=O)N2CCOCC2)c1
  A: -0.3; B: -3.5; C: -2.5; D: 0.2; E: -6.6; F: 0.8; G: 3.1; H: -17.6; I: -0.9; J: -8.9

O=C(CCNC(=O)c1ccccc1)NCCc1ccc(Cl)cc1
  A: 0.6; B: -2.3; C: -5.4; D: 0.0; E: -3.9; F: 6.3; G: 4.8; H: 3.5; I: -3.1; J: -0.9

O=C(O)CCCNC(=O)/C=C/c1ccco1
  A: 0.4; B: -1.8; C: -0.7; D: 0.2; E: 1.7; F: -11.1; G: 2.7; H: 2.1; I: 0.3; J: 7.6

CC(C)CN(CC(C)C)C(=O)CCCC(=O)N(CC(C)C)CC(C)C
  A: 1.5; B: 2.3; C: 4.9; D: -0.1; E: -0.2; F: 8.2; G: -9.2; H: 11.8; I: -7.7; J: -11.2

Cn1c(SCC(=O)Nc2ccc(Cl)cn2)nnc1C1CC1
  A: -0.5; B: 0.8; C: -5.3; D: -0.1; E: -1.8; F: -15.3; G: 7.6; H: 10.6; I: -2.5; J: -9.5

Cc1nnc(SCc2cccc3ccccc23)s1
  A: 7.6*; B: 1.9; C: 8.0; D: 0.6; E: -2.6; F: -6.3; G: 4.8; H: 8.8; I: -4.6; J: 8.5

O=C(C1CC1)N1N=C2CCCCC2C1(O)C(F)(F)F (stereo not given)
  A: 0.9; B: 5.5; C: -0.4; D: 0.2; E: 3.3; F: 2.4; G: 14.9; H: -4.8; I: 0.2; J: -4.8

CS(=O)(=O)c1nncn1-c1ccccc1
  A: 1.4; B: 2.6; C: -3.6; D: -0.2; E: -1.0; F: 3.9; G: -6.6; H: 0.0; I: 0.9; J: 16.3

C=CCn1c(/N=C/c2ccc3c(c2)OCO3)nc2ccccc21
  A: 0.7; B: 1.0; C: -0.4; D: 0.2; E: -1.0; F: 1.5; G: 3.2; H: 5.9; I: 0.9; J: 11.8

Continued.
Assay codes: A = GAA850 FXN act; B = GC-B act; C = DDE Tn6 FP inh; D = proKLK7 act; E = GC-A act; F = ADAM10 inh; G = ARFGAP1 inhibitor; H = HGIII-sPLA2 inh; I = rCAG binder; J = ASAP1 GAP inh
CCn1ncc(/C=N/NC(=O)c2ccc3c(c2)OCO3)c1C
  A: -3.4; B: -2.9; C: -9.8; D: 0.3; E: -3.2; F: 6.7; G: -10.9; H: 0.9; I: 0.5; J: 2.1

CS(=O)(=O)Nc1nnc(SCC(=O)Nc2cccc([N+](=O)[O-])c2)s1
  A: 0.7; B: -0.2; C: 6.1; D: -0.4; E: 1.1; F: -7.3; G: 7.5; H: 8.9; I: 8.4; J: -1.5

COc1ccc(-n2c(SCC(=O)Nc3ccc(Cl)cc3)nc(O)c(Cc3ccccc3)c2=O)cc1
  A: 2.3; B: 0.6; C: 0.6; D: 0.0; E: 0.3; F: 13.4; G: -9.1; H: -19.6; I: 62.5*; J: -3.3

Cc1cn([C@H]2C[C@H](O)[C@@H](CNCc3cccn3-c3ccncc3)O2)c(=O)[nH]c1=O
  A: 0.2; B: 1.1; C: 5.5; D: 0.0; E: 2.9; F: 3.0; G: -16.3; H: 0.3; I: 1.0; J: -3.5

CCN(CC)C(=O)C1CCCN(Cc2ccc(OC)c(C)c2C)C1 (stereo not given)
  A: -3.4; B: -6.4; C: 4.0; D: -0.3; E: -8.2; F: 0.5; G: -9.8; H: 6.5; I: -6.7; J: -1.9

CCOC(=O)CSc1ncnc2c1cnn2-c1ccccc1
  A: -0.8; B: -3.3; C: -0.8; D: 0.6; E: -2.2; F: 5.1; G: 10.6; H: -8.1; I: -2.4; J: -2.5

7 structures from above, sorted by heavy-atom count, ascending.
Assay codes: A = GAA850 FXN act; B = GC-B act; C = DDE Tn6 FP inh; D = proKLK7 act; E = GC-A act; F = ADAM10 inh; G = ARFGAP1 inhibitor; H = HGIII-sPLA2 inh; I = rCAG binder; J = ASAP1 GAP inh
CS(=O)(=O)c1nncn1-c1ccccc1
  A: 1.4; B: 2.6; C: -3.6; D: -0.2; E: -1.0; F: 3.9; G: -6.6; H: 0.0; I: 0.9; J: 16.3

Cc1nnc(SCc2cccc3ccccc23)s1
  A: 7.6*; B: 1.9; C: 8.0; D: 0.6; E: -2.6; F: -6.3; G: 4.8; H: 8.8; I: -4.6; J: 8.5

O=C(C1CC1)N1N=C2CCCCC2C1(O)C(F)(F)F (stereo not given)
  A: 0.9; B: 5.5; C: -0.4; D: 0.2; E: 3.3; F: 2.4; G: 14.9; H: -4.8; I: 0.2; J: -4.8

CCOC(=O)CSc1ncnc2c1cnn2-c1ccccc1
  A: -0.8; B: -3.3; C: -0.8; D: 0.6; E: -2.2; F: 5.1; G: 10.6; H: -8.1; I: -2.4; J: -2.5

C=CCn1c(/N=C/c2ccc3c(c2)OCO3)nc2ccccc21
  A: 0.7; B: 1.0; C: -0.4; D: 0.2; E: -1.0; F: 1.5; G: 3.2; H: 5.9; I: 0.9; J: 11.8

CCN(CC)C(=O)C1CCCN(Cc2ccc(OC)c(C)c2C)C1 (stereo not given)
  A: -3.4; B: -6.4; C: 4.0; D: -0.3; E: -8.2; F: 0.5; G: -9.8; H: 6.5; I: -6.7; J: -1.9

COc1ccc(-n2c(SCC(=O)Nc3ccc(Cl)cc3)nc(O)c(Cc3ccccc3)c2=O)cc1
  A: 2.3; B: 0.6; C: 0.6; D: 0.0; E: 0.3; F: 13.4; G: -9.1; H: -19.6; I: 62.5*; J: -3.3
